Screens from PubChem BioAssay.
NR2E3 ag-1 = NR2E3 (human) agonism; GST-NR2E3/biotin-RetCOR TR-FRET, 1536-well; inhibition of corepressor binding, % at 4.78 µM; 320,000 compounds, 0.12% hits; AID 2300;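 active = percent inhibition above the cutoff of mean plus 3 SD of all tested compounds, set per screening campaign, cut at about 20% in these data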;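 also: 0% = DMSO wells and 100% = biotin wells as full block of FRET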
Target sequence (Q9Y5X4 whole entry, looked up): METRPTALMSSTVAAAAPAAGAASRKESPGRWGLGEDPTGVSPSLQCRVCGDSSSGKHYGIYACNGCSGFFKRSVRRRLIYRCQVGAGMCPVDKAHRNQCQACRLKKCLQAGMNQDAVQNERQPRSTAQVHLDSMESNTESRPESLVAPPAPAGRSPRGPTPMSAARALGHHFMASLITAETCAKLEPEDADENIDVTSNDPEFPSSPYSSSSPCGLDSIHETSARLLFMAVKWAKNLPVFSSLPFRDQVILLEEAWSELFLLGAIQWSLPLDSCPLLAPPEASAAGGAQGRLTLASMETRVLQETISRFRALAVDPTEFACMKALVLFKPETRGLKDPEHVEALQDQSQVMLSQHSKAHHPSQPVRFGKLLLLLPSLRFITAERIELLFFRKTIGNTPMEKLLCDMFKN
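system = GST-tagged NR2E3 plus biotinylated RetCOR corepressor | input = 1.35 nM GST-NR2E3 | also added = 7 nM biotin-RetCOR | schedule = 5 h incubation at 4 °C | measured by = TR-FRET with europium anti-GST and streptavidin-D2, 340 nm excitation | read-out = percent loss of FRET ratio relative to control wells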
Peg3 prom inh = inhibitors of Peg3 promoter. HeLa PEG-Prom luciferase reporter, luminescence, overnight. inhibition, % at 20 µM. 360,000 compounds, 1.7% hits;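 active = inhibition of at least 50% at 20 µM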
EBV LMP1 NFkB = reduces LMP1-driven NF-kappaB luciferase signal; LMP1-induced NF-kappaB luciferase reporter cells, luminescence; inhibition, % at 12.5 µM; 350,000 compounds, 0.69% hits; AID 504558; in the data active = inhibition above about 41%;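 also: 0% = neutral control wells and 100% = reference inhibitor control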
NR2E3 ag-2 = activates human NR2E3 receptor; Q9Y5X4; CHO-S Gal4-NCOR/VP16-NR2E3 two-hybrid, luciferase; inhibition of corepressor binding, % at 3.98 µM; 360,000 compounds, 0.35% hits; AID 602229;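 active = inhibition above the mean of all tested compounds plus 3 SD, cut at about 70% in these data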;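 also: 0% = DMSO with NR2E3 transfected cells and 100% = cells lacking NR2E3 construct; higher means lower luciferase signal from less NR2E3 corepressor binding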
HIF-2a inh = HIF-2a inhibition; 786-0 RCC cells HIF-2a reporter, luciferase luminescence, overnight; inhibition, % at 18.8 µM; 360,000 compounds, 0.72% hits; AID 624352;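 active = inhibition of the luminescence signal of 40% or more relative to plate controls, in a single-dose primary screen at 18.75 µM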
Shn3 3UTR inh = reduces Shn3 3'UTR luciferase signal in osteoblasts. Clone20 osteoblast Shn3 3'UTR firefly luciferase, 24 h. inhibition, % at 12.5 µM. 360,000 compounds, 0.52% hits. AID 588674;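 active = mean inhibition of at least 75% with every replicate also reaching 75%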;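 also: 0% = median of neutral control wells and 100% = pilot-screen positive control compound; some compounds past the cut are filed as inactive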
C8 TRAIL sens = sensitizes caspase-8 expressing cells to TRAIL; 360,000 compounds, 1% hits; inhibition (viability loss, TRAIL sensitization), % at 10 µM; NB7+C8 cells + TRAIL, ATPlite viability luminescence;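 active = compounds causing at least 50% loss of cell viability in the single-dose screen, relative to plate controls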
hiPSC survival = enhancers of human iPSC single-cell survival | hiPSC single-cell survival, ATPlite luminescence; 100% = ROCK inhibitor wells, 0% = DMSO | survival enhancement, % at 20 µM | 360,000 compounds, 0.044% hits | AID 602274; in the data active = survival enhancement above about 18%;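 also: cells exposed to compounds for 16 hours before the ATP read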
CF NFkB inh = cystic fibrosis NF-kB activation inhibition | KKLEB NF-kB-GFP reporter, PAF-induced, GFP fluorescence overnight | inhibition, % at 5 µM | 360,000 compounds, 0.86% hits;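 active = at least 50% inhibition at 5 µM, scaled per plate between neutral and stimulator controls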;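 also: PAF is a Pseudomonas aeruginosa culture filtrate used as stimulus; plate controls were PAF-stimulated DMSO wells for no effect and unstimulated DMSO wells for full effect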
MITF TRPM1 inh = inhibitors of MITF-driven TRPM1 promoter in melanoma cells; SK-MEL-5 TRPM1 promoter luciferase, 24 h; inhibition, % at 12.5 µM; 330,000 compounds, 0.83% hits; AID 488899;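 active = mean inhibition across replicates of 60% or more, whatever share of single replicates reaches that level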; also: values of inactives mirror those of a sister screen read the other way
KKLEB cytotox = reduces viability of KKLEB cystic fibrosis airway cells; KKLEB CF airway cells viability, ATPlite luminescence, overnight; stronger effect = lower value; cells stimulated with P. aeruginosa culture filtrate; activity change (cytotoxicity), % at 5 µM; 360,000 compounds, 0.36% hits; AID 602141;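 active = corrected activity change at or below -50% at 5 µM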
Numbers without * were called inactive; · = not tested or not shown.

Order of results: NR2E3 ag-1	Peg3 prom inh	EBV LMP1 NFkB	NR2E3 ag-2	HIF-2a inh	Shn3 3UTR inh	C8 TRAIL sens	hiPSC survival	CF NFkB inh	MITF TRPM1 inh	KKLEB cytotox
CCc1c(C)nc2cc(-c3ccccc3)[nH]n2c1=O
→ -2	-270	-18	-132	-248	-110	15	-0.4	-6	-25	1
Cc1ccc(-c2csc3ncnc(N4CCN(C)CC4)c23)cc1C
→ 0	11	-9	-18	28	-16	-8	-0.4	30	10	-7
Cc1ccc(NC(=O)COc2nsnc2N2CCOCC2)cc1Cl
→ 4	7	-7	-8	2	2	-8	0.2	-4	-8	5
N#Cc1c(NC(=O)c2nc3ncccn3n2)sc2c1CCCCC2
→ 0	-40	-6	-112	-25	15	-4	-1.5	-13	-16	9
COc1cccc(-c2ccc(CN3C(C)C(=O)N(Cc4cn(Cc5ccco5)nn4)CCS3(=O)=O)cc2)c1OC (stereo unspecified)
→ ·	17	·	8	-20	4	-2	-2.1	17	·	-5
Cc1ccc(NC(=O)C2CCN(C(=O)OC(C)(C)C)CC2)cc1S(=O)(=O)N1CCCCC1
→ 1	25	-9	3	12	1	11	-0.1	6	-1	-10
O=C(COc1ccccc1[N+](=O)[O-])Nc1ccc(CN2CCOCC2)cc1
→ 3	-23	5	3	-19	-12	-3	1.5	-4	19	-4
Cn1c(CNC(=O)Cc2ccc3c(c2)OCO3)nnc1SCc1ccccc1
→ 0	14	9	-12	13	0	-1	0.2	-17	2	6
Cc1oc(-c2cccs2)nc1CS(=O)CC(=O)NCc1ccc2c(c1)OCO2 (stereo unspecified)
→ -4	15	-8	-18	16	10	-20	-0.4	14	15	3
COCc1cc(=O)[nH]c(SC)n1
→ -3	8	0	0	4	-11	11	0.0	13	6	-1
CCOc1ccc(NC(=O)CC2C(=O)N(c3ccccc3)C(=S)N2Cc2ccccn2)cc1 (stereo unspecified)
→ 2	6	-7	-6	-30	16	-2	-2.3	-12	-2	-1
Nc1cccc([N+](=O)[O-])c1
→ 1	10	-3	0	5	13	-20	1.2	2	6	8
CC(=O)Nc1nc(C(=O)O)cs1
→ -2	-11	-1	32	2	-16	13	-2.5	31	0	-12
CCCCn1c(SCC(=O)Nc2nnc(C)s2)nc2c1c(=O)n(C)c(=O)n2C
→ 2	7	-5	4	7	5	-8	2.0	-12	2	6
Cc1ccc(C(=O)N/C(=C\c2ccc3c(c2)OCO3)C(=O)Nc2ccc(C(=O)O)cc2)cc1
→ 1	1	0	-11	-29	-22	5	-2.3	-14	-15	16
COc1ccc(C2=NOC(Cn3nc(C(=O)NCc4ccc(OC(F)(F)F)cc4)cc3-c3ccccc3)C2)cc1 (stereo unspecified)
→ 4	-3	3	12	6	56	11	0.3	-25	19	-1
Cc1ccc(-n2cccn2)c(CN2CCC(CO)(CCc3ccccc3)CC2)c1
→ ·	12	8	4	10	23	19	-0.4	1	-2	1
CCn1cc(C(=O)NCC2CCCO2)c2cc(OC)c(OC)cc2c1=O (stereo unspecified)
→ 2	2	7	-3	7	-15	-14	-0.2	3	3	-21
Cc1cccc(N2CCN(C(=O)c3ccccn3)CC2C)c1 (stereo unspecified)
→ 1	8	4	-27	21	5	-53	0.0	6	-10	4
O=c1/c(=C\c2ccc(F)cc2)sc2n1CCCN=2
→ 9	-336	-11	-90	-245	-32	20	-0.5	-13	-71	7
O=C(Nc1ccn(CCCN2CCN(Cc3ccc(F)cc3)CC2)c(=O)n1)OCc1ccccc1
→ ·	-4	13	-14	10	0	11	-0.7	-8	·	-1
CCCCc1cc(=O)oc2cc(OCc3nn[nH]n3)c(Cl)cc12
→ 2	5	-1	-25	2	1	9	1.2	-6	2	10
O=C(O)C1CCCN1S(=O)(=O)c1ccc(Cl)cc1 (stereo unspecified)
→ 3	-8	7	18	14	14	21	-0.3	-8	-11	7
CCC(=O)NC(=S)Nc1ccc(NC(=O)c2ccc(OC)cc2)cc1
→ 1	2	-3	12	39	13	-4	-0.9	4	4	-12
Cc1ccc2nc(-c3cccs3)oc(=O)c2c1
→ 5	-13	-1	7	-30	-44	9	-0.4	2	-17	4
COc1ccc(N2CCN(C(=S)NCc3ccccc3)CC2)cc1
→ -2	-2	8	-2	9	19	0	1.6	-10	6	-6
COc1ccc(-c2csc3nc(-c4cccnc4)nc(N4CCC(C(N)=O)CC4)c23)cc1OC
→ 1	29	4	15	11	6	15	0.3	-16	11	-18
CCCCNC(=O)CC1S/C(=N/N=C/c2ccc(OC)cc2)NC1=O (stereo unspecified)
→ 3	-36	-3	-19	2	-20	-1	0.1	-5	-4	4
S=C(NCC1CCCO1)N1CCN(Cc2ccccc2Cl)CC1 (stereo unspecified)
→ 6	13	2	2	10	13	3	3.6	6	8	2
Cc1ccc(NC2CC(=O)N(c3cccc([N+](=O)[O-])c3)C2=O)cc1 (stereo unspecified)
→ 1	3	-7	11	-1	9	-1	1.8	9	0	7
CCOC(=O)C(C)Sc1nc(C2CC2)cc(C(F)(F)F)c1C#N (stereo unspecified)
→ 1	6	4	-1	17	-11	11	-0.3	3	12	0
C=CCn1cc(CN2CCC(C(=O)Nc3ccc(Oc4cccnc4)cc3)CC2)c(C)n1
→ -2	-12	-2	-31	5	17	-1	-0.2	-40	5	18
CC1CCN(C(=O)CCNS(=O)(=O)c2ccccc2)CC1
→ 2	13	-8	-33	12	-22	2	0.1	-4	-23	-2
CC(=O)C1=C(c2ccccc2)NC(=O)NC1c1ccccc1OCC(=O)NCc1ccccc1 (stereo unspecified)
→ 3	20	3	0	3	3	1	0.3	-12	3	-21
COc1ccccc1N1CCN(S(=O)(=O)CCNC(=O)C2CC(=O)N(c3ccccc3)C2)CC1 (stereo unspecified)
→ -2	1	-4	4	0	11	-5	0.1	6	16	-8
CN(C)CCSc1nc(N)c2c3c(sc2n1)CN(C)CC3
→ -2	-87	-3	-21	-56	-8	-9	7.0	-17	-19	-6
CCCCC1CC2=C(C(=O)OC(C)(C)O2)C(c2ccc(Cl)cc2)O1 (stereo unspecified)
→ ·	16	·	25	-7	25	-7	-1.8	-23	·	0
CC(C)N(Cc1ccccc1)C(=O)COC(=O)c1ccc2ncsc2c1
→ 0	-8	6	-4	12	-17	-21	-0.1	-30	-2	17
CC1CN(C)C(C)C/C1=N/Oc1ccccc1[N+](=O)[O-] (stereo unspecified)
→ 3	15	1	-6	4	-16	-2	0.9	-5	-3	-2
Cc1ccc(C)c(Cn2c3ccccc3c3cnn(CC(=O)NCCCN4CCOCC4)c(=O)c32)c1
→ -1	-7	8	-3	-4	15	-6	-0.5	-1	-4	8

Three entries already listed, ordered by molecular weight, descending.
Order of results: NR2E3 ag-1	Peg3 prom inh	EBV LMP1 NFkB	NR2E3 ag-2	HIF-2a inh	Shn3 3UTR inh	C8 TRAIL sens	hiPSC survival	CF NFkB inh	MITF TRPM1 inh	KKLEB cytotox
Cc1ccc(C)c(Cn2c3ccccc3c3cnn(CC(=O)NCCCN4CCOCC4)c(=O)c32)c1
→ -1	-7	8	-3	-4	15	-6	-0.5	-1	-4	8
COc1ccccc1N1CCN(S(=O)(=O)CCNC(=O)C2CC(=O)N(c3ccccc3)C2)CC1 (stereo unspecified)
→ -2	1	-4	4	0	11	-5	0.1	6	16	-8
CC(C)N(Cc1ccccc1)C(=O)COC(=O)c1ccc2ncsc2c1
→ 0	-8	6	-4	12	-17	-21	-0.1	-30	-2	17

Next results follow.
Order of results: NR2E3 ag-1	Peg3 prom inh	EBV LMP1 NFkB	NR2E3 ag-2	HIF-2a inh	Shn3 3UTR inh	C8 TRAIL sens	hiPSC survival	CF NFkB inh	MITF TRPM1 inh	KKLEB cytotox
O=C(CSc1nnc(-c2cccc(S(=O)(=O)N3CCOCC3)c2)n1C1CCCCCC1)NCc1ccccc1
→ -4	27	47*	-3	0	12	-14	0.9	-15	13	14
COc1nc(N)c(C#N)c(-c2ccc(N(C)CCC#N)cc2)c1C#N
→ 0	58*	4	-27	21	22	9	-0.2	59*	10	2
COC1=CC2(O)CCCC2=CC1=O (stereo unspecified)
→ 1	-8	9	13	-2	-4	-5	-0.1	3	3	-8
COc1cc(OC)cc(-c2c(-c3cccs3)c3cc(-c4ccc(SC)cc4)ccc3n2C)c1
→ 1	-1	-16	0	-17	-18	-3	-1.4	-10	3	1
Cc1ccc(N2C(N)=NC(N)=NC2(C)C)c(C)c1
→ 2	10	0	-2	8	0	72*	-1.2	5	21	-2
CCOC(=O)C1=C(c2ccccc2)Nc2c(c(=O)n(C)c(=O)n2C)C1c1ccc(O)c(OC)c1 (stereo unspecified)
→ -1	-5	-5	-4	18	-6	-11	-0.7	-12	-1	1
OCC1(CCOc2ccccc2)CCN(C2Cc3ccccc3C2)CC1
→ 2	11	2	-15	16	-14	0	0.0	-13	12	2
O=C(c1ccccn1)C1CCCN(Cc2nc(Cc3cccc(F)c3)no2)C1 (stereo unspecified)
→ 2	-1	-2	16	-5	-3	-6	-0.5	2	10	1
CCOC(=O)CCC(=O)Nc1cccc([N+](=O)[O-])c1
→ 3	-1	-5	-6	13	7	-12	-0.2	10	-3	8
Oc1ccccc1N1CCN(c2nc(-c3cccs3)nc3ccccc23)CC1
→ -3	4	-4	-8	-36	7	12	0.6	-8	-11	7
CCN(CC)C(=O)C1=C(C)N(CCCN2CCCC2=O)C(=O)C(CC(=O)NC(c2ccccc2)c2ccccc2)C1 (stereo unspecified)
→ ·	14	0	9	5	-20	-10	-0.4	-3	·	-2
CCOC(=O)c1c(NC(=O)COC(=O)Cn2cnc3ccccc32)sc(C)c1C
→ 3	-4	-1	-18	-10	-10	-11	-0.1	7	-3	3
CC1(C(=O)OCC(=O)Nc2ccc(Cl)cn2)CC1(Cl)Cl (stereo unspecified)
→ ·	-77	-5	0	-68	-31	-4	-0.1	5	-43	6
O=C1[C@H](Cc2ccccc2)NCC=CC[C@H](c2ccc(Cl)cc2)N1Cc1ccccc1
→ ·	20	-7	19	16	3	-8	1.1	12	-12	-2

An excerpt (hit frequency here may not be typical).
